Screening results (PubChem)
GALK inhibitor: inhibits human galactokinase. Potency, µM (top dose mostly 57.5 µM), inactives show top-dose activity, negative = inhibition, most hits filed as inhibitors. 44,000 tested, under 10 active. recombinant GALK, Kinase-Glo ATP luminescence, 1 h;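 also: plate controls were full GALK reaction for no effect and reaction lacking GALK for full effect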
Target sequence (P51570 whole entry, looked up): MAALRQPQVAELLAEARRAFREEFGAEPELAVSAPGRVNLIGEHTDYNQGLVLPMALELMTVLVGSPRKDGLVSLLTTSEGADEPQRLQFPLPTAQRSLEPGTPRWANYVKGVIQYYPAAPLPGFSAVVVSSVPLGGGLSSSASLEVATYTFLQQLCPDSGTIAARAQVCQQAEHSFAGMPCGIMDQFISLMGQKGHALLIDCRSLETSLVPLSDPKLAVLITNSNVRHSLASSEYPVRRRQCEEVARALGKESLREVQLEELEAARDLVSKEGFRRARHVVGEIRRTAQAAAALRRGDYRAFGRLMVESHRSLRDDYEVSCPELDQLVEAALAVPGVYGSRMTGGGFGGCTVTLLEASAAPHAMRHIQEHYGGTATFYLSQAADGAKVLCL
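Human GALK (5 nM) was incubated with 35 uM ATP and 100 uM galactose in 20 mM HEPES pH 8.0 with MgCl2, NaCl, DTT and BSA for 1 h at room temperature. Remaining ATP was measured by Kinase-Glo Plus luminescence.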
p53null 32C tox: kills p53 null cells at the permissive temperature | Potency, µM (top dose mostly 46.1 µM), for the others: at the top dose activity change, negative = cytotoxicity, actives largely listed as cytotoxic | 0.62% of 55,000 active | AID 903 | H1299-neo p53 null cells, ATP luminescence, 24 h, 32C;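 also: potency is read from the fitted curve at half-maximal effect; 0% = DMSO only and -100% = full killing by 100 µM tamoxifen; nearly all actives have a fitted effect of over 55% in size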
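H1299-neo, 600 cells/well; overnight 37C; cpd up to 46 uM, 24 h at 32C; ATPlite luminescence after 20 min RT; normalized to DMSO (0%) and tamoxifen 100 uM (100% kill); Hill-fit AC50.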
p53null 39C kill: kills p53 null cells at the nonpermissive temperature | H1299 p53-null (neo) cells, 39C, ATPlite viability, 24 h | Potency, µM (series often up to 46.1 µM), for inactives: top-dose activity, negative = cell killing, usual class: cytotoxic | 0.97% of 55,000 active;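 also: potency is read from the fitted curve at half-maximal effect; 0% = DMSO only and -100% = full killing by 100 µM tamoxifen; nearly all actives have a fitted effect of over 50% in size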
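Following overnight plating at 37C (600 cells/well), H1299-neo or H1299-p53A138V cells are dosed up to 46 uM. Incubation lasts 24 hr at 39C before ATP detection.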
TSG101-PTAP inh: blocks PTAP binding to human TSG101, validation. Fluorescence polarization, FITC-PTAP peptide/Tsg101, 20 min. Potency, µM (top dose mostly 115 µM), without a hit: at the highest dose activity change, negative = inhibition, actives largely listed as inhibitors. 44,000 tested, under 10 active. Q99816; also: potency is read from the fitted curve at half-maximal effect; 0% is about no effect
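Read-out is FITC fluorescence polarization. Compounds were added to Tsg101 binding domain (10 uM final), then FITC-PTAP peptide (50 nM final), 20 min at r.t. Total S+P intensity flags fluorescent compounds.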
FH mod: Identification of activators of human fumarate hydratase by quantitative high-throughput screening; Fumarate hydratase, mitochondrial (Homo sapiens), P07954; FH coupled MDH/diaphorase resazurin fluorescence, 15 min; Potency, µM (highest dose often 79.9 µM), for the others: at the highest dose activity change, negative = inhibition, hits mostly inhibitors; 0.22% of 54,000 active; AID 1347055, 2019; also: potency is read from the fitted curve at half-maximal effect; % is scaled to controls: 0 for no effect and ±100 for the full control effect; the screen sought activators but most active calls are inhibition curves; nearly all actives have a fitted effect of over 45% in size
Target sequence (P07954 whole entry, looked up): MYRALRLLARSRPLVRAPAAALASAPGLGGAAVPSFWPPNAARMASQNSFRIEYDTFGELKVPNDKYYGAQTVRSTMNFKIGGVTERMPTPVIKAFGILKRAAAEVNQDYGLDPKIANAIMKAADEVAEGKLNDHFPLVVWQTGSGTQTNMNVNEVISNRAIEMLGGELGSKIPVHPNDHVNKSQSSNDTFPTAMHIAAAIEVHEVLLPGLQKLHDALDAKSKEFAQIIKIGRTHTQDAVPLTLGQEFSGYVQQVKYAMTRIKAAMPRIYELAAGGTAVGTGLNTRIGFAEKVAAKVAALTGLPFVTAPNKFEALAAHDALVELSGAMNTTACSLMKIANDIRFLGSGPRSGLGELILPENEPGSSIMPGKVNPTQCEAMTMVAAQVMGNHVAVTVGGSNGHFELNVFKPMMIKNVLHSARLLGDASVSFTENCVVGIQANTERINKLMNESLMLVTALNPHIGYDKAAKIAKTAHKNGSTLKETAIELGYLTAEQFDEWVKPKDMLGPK
NTMT1 inh: NTMT1 methyltransferase inhibition | Potency, µM (series often up to 114 µM), for the others: top-dose activity change, negative = inhibition, most hits filed as inhibitors | NTMT1 MTase-Glo SAH luminescence, purified enzyme | 2.5% of 59,000 active | Q9BV86 | AID 1645870;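 also: potency is read from the fitted curve at half-maximal effect; plate controls were DMSO vehicle for no effect and no enzyme for full effect; nearly all actives have a fitted effect of over 65% in size; many of its hits are not listed in these tables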
Target sequence (Q9BV86 whole entry, looked up): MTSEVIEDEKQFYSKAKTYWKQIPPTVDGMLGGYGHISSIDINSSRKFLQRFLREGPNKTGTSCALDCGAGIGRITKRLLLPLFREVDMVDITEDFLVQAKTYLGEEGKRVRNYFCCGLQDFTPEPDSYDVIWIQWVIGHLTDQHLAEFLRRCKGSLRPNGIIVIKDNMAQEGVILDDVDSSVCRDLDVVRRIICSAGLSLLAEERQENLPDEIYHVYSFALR
B2AR arrestin ag: beta-arrestin recruitment by human beta2-adrenergic receptor ligands; HTLA Tango cells, beta-arrestin recruitment, luciferase luminescence, 18 h; Potency, µM (series often up to 46.1 µM), inactives show at the highest dose activation, most hits filed as activators; P07550; 44,000 tested, under 10 active; AID 1347077;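 also: potency is read from the fitted curve at half-maximal effect; 0% = DMSO and full agonism = EC100 isoproterenol or metaproterenol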
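Luminescence read-out: arrestin recruitment to recombinant beta2-AR releases tTA, inducing luciferase. Cells exposed 18 hr at 37 degrees C to up to 46 microM compound; %Activity from corrected signal, concentration-response curves classified by r2, magnitude and efficacy.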
Starred values were filed as active, the others as inactive; ? = inconclusive; / = no result given; [ ] = dose if it differs, or a comment. Calls follow the shape of the dose curve; as a rule, active = well fitted curve in the direction sought with a large enough effect; inconclusive = small, poorly fitted or top-dose-only effect, or another doubt; inactive = no such curve, though single readings can be large; an effect the other way counts as inactive or inconclusive. This is a subset; count on the stated rates, not on these rows.

SMILES | GALK inhibitor | p53null 32C tox | p53null 39C kill | TSG101-PTAP inh | FH mod | NTMT1 inh | B2AR arrestin ag
Cc1c(NS(C)(=O)=O)cccc1-c1nc2ccccc2s1 | -5% | ? | ? | -4% | 3% | 6% | -2%
COc1cccc(C(=O)Nc2cccc(C(=O)OCc3cc(=O)n4nc(C5CC5)sc4n3)c2)c1 | -3% | -4% | ? | -19% | -11% | 17% | 0%
Cc1ccc(NC(=O)CN2C(=O)COc3ccc(S(=O)(=O)N4CCCCCC4)cc32)cc1C | -5% | 0% | 4% | -5% | -14% | 19% | 0%
O=C(NCC(c1ccccc1)c1ccccc1)c1nn(-c2ccccc2F)nc1CO | 3% | -5% | -19% | 0% | -9% | ? | -2%
CCc1ccc(O)c(C(=O)c2cnc3cc(-c4ccc(C)cc4)nn3c2)c1 | 3% | / | / | -2% | 2% | 11% | 0%
O=C(COc1ccccc1)N(Cc1cccnc1)c1nc2ccc(F)cc2s1 | -2% | -12% | 36%[activator] | -3% | -24% | -3% | 0%
COCCCNC(=O)CSc1nc2ccccc2c(=O)n1Cc1ccco1 | -4% | -3% | 13% | -3% | -10% | -3% | -3%
CCOc1ccc(OCC)c(Nc2nc3ccccc3n3nnnc23)c1 | 2% | 2% | -17% | 1% | -1% | 17% | -3%
CCn1ccc2c(OCC(=O)Nc3ccccc3C(F)(F)F)cccc2c1=O | -5% | 4% | 30% | -3% | 5% | 2% | -2%
CCOC(=O)c1cnc2ccc(Cl)cc2c1Nc1ccc(OCC)cc1 | 0% | 11% | 14% | 0% | -20% | -2% | -2%
COc1ccccc1CNC(=O)CCCN1C(=O)CCn2nc(-c3cn(C)c4ccccc34)cc21 | 0% | 3% | -7% | 0% | -2% | 2% | -1%
Cc1ccc(NC(=O)CCS(=O)(=O)c2ccc(Br)cc2)c(C)c1 | 1% | -11% | 1% | 1% | 0% | 7% | -1%
Cc1ccc(CN(Cc2ccco2)C(=O)c2ccc(Cl)cc2)o1 | -5% | 7% | -8% | -5% | -20% | -4% | 2%
COc1ccc(-c2nc3ccc(NS(=O)(=O)c4ccc(C)cc4)cc3o2)cc1 | -1% | 9% | 20% | -7% | ? | 3% | 0%
O=C(Nc1ccc(-c2nc3ccccc3o2)c(O)c1)c1ccccc1 | 2% | 3% | 6% | -1% | 13% | -9% | 1%
COc1ccccc1CNC(=O)CSC1=Nc2ccccc2N=C(c2ccc(F)cc2)C1 | -2% | 14% | 36%[activator] | -1% | -12% | 14% | 2%
CS(=O)(=O)N1CCc2cc(C(=O)N3CCN(c4cccc(Cl)c4)CC3)ccc21 | 7% | -2% | -6% | 0% | -28% | -8% | 0%
Cc1cc(C)c(NC(=O)C2CCN(C(=O)N3CC(C)Oc4ccc(Cl)cc43)CC2)c(C)c1 (configuration not stated) | 0% | 30%[activator] | 27% | -1% | -13% | -20% | 1%
COc1ccc(-n2nc3c(N4CCCC(C(=O)NCc5cccc(F)c5)C4)nnc(C)c3c2C)cc1 (configuration not stated) | 0% | 1% | -12% | 12% | ? | -11% | 1%
COCCCNC(=O)CCn1c(=O)c2ccccc2n(CC(=O)Nc2cc(Cl)ccc2OC)c1=O | 9% | 2% | 13% | -5% | 2% | -4% | 0%
CC(=O)c1ccc(NC(=O)CCc2c(C)nc3c(c(C)nn3-c3ccc(C)cc3)c2C)cc1 | 2% | 6% | -4% | 2% | -9% | 2% | -3%
Cc1ccccc1C(=O)Nc1nc2nc(C)c(C)c(=O)n2[nH]1 | 2% | 8% | 10% | -2% | -5% | 12% | -1%
CCOc1ccc(-c2nc3ccccc3c(=O)o2)cc1 | -13% | 4µM* | 6.3µM* | 1% | -7% | -15% | 0%
CCOC(=O)c1cccc(NC(=O)N2Cc3ccccc3Oc3ncccc32)c1 | 4% | -7% | -7% | -4% | -30% | 0% | -4%
COCCc1nn2c(=O)cc(COC(=O)COc3ccccc3C)nc2s1 | 0% | 8% | -5% | -3% | -26% | 7% | 0%
CC1=C(c2ccc(Cl)cc2)S(=O)(=O)N=C1N1CCN(c2cccc(C)c2)C(C)C1 (configuration not stated) | -1% | 0% | 21% | 30% | -7% | -7% | 0%
COc1cccc(NC(c2nnc(-c3ccccc3)o2)c2ccc(F)cc2Cl)c1 (configuration not stated) | 0% | 1% | -1% | -1% | ? | -7% | 1%
COc1ccccc1N1CCN(CC(O)COc2ccc(C)cc2C(C)(C)C)CC1 (configuration not stated) | 0% | 25% | ? | -1% | -32% | ? | 0%
COc1ccccc1CNC(=O)Cn1c(=O)oc2ccccc21 | 1% | 0% | -9% | -3% | 4% | 9% | 1%
Cc1csc2nc(-c3cccc(NC(=O)c4cccc(F)c4)c3)cn12 | -3% | ? | ? | 1% | -26% | 3% | 0%
Cc1ccc(NC(=O)CN2C(=O)CCc3ccccc32)cc1C | ? | 0% | 3% | -5% | 2% | 14% | 2%
Cc1ccccc1NC(=O)Cn1nnc(C(=O)NCCc2ccccc2)c1N | 8% | 6% | 26% | -1% | -16% | -17% | 1%
CCc1ccccc1NC(=O)Cn1nc(C)c2nn(-c3ccc(Cl)cc3)c(C)c2c1=O | 4% | -3% | -6% | 1% | -13% | -4% | 0%
COCCCNC(=O)c1ccc2c(c1)nc(C)n2-c1cccc(C)c1 | 1% | 7% | 14% | -7% | 3% | 8% | 1%
CCOCCn1ccc2c(OCC(=O)Nc3ccc(C(N)=O)cc3)cccc2c1=O | -3% | -3% | 8% | 0% | 1% | 1% | -3%
COc1ccc(NC(=O)c2cc(C3CC3)nc3c2c(C)nn3-c2ccccc2)c(OC)c1 | 3% | 11% | -17% | -4% | 3% | -4% | -1%
CCCCn1c(=O)c2oc3ccccc3c2n(Cc2cccc(F)c2)c1=O | 5% | 3% | -25% | 0% | -18% | 10% | -1%
CCn1c(CN2CCCCC2)nc2cc(NC(=O)COc3ccccc3C(C)(C)C)ccc21 | -1% | 0% | -2% | 1% | 10% | 16% | -4%
COc1cccc(Cn2c(C)c(CNCc3ccccc3Cl)c(C(=O)O)c2C)c1 | 1% | -1% | -5% | -5% | -3% | 6% | 0%
COc1ccccc1NC(=O)Cn1c(=O)n(CC2CCC(C(=O)NCCc3ccccc3)CC2)c(=O)c2ccccc21 (configuration not stated) | 1% | 2% | -18% | 0% | 8% | 0% | 1%
CCOc1ccccc1CNC(=O)CSc1n[nH]c(-c2ccccc2)n1 | 3% | 1% | -30% | -3% | ? | 4% | 0%
CCc1ccc2ncc(S(=O)(=O)c3ccc(Cl)cc3)c(N3CCN(CC)CC3)c2c1 | 8% | 3% | -19% | 0% | -11% | ? | -2%
COc1ccc(NC(=O)C2=C(C)Nc3nc(SCc4ccc(Cl)cc4)nn3C2c2cccc(OC)c2OC)cc1 (configuration not stated) | 0% | -8% | -16% | -2% | -2% | 9% | -1%
O=C(NCCc1ccc(Cl)cc1)c1ccc(CSCc2ccc(Cl)cc2)o1 | 2% | 32%[activator] | -6% | -1% | -21% | 1% | -1%
CCCNc1c(NC(=O)c2ccc(OCCC)cc2)c(=O)oc2ccccc12 | -5% | 3% | 10% | 6% | 0% | 25% | -2%
COc1ccc(Cl)cc1NC(=O)Cn1nc(C(F)(F)F)c2c1CCC2 | 0% | -4% | ? | -2% | -11% | 9% | 1%
CCc1ccc(C2NC(=O)c3[nH]nc(-c4cccc(OC)c4)c32)cc1 (configuration not stated) | 0% | 10% | 9% | -4% | -13% | -10% | -2%
O=C(Cn1ccc2cc(S(=O)(=O)N3CCCC3)ccc21)NCc1ccc(Cl)cc1 | 2% | -14% | -29% | 1% | -17% | 5% | 0%
O=C(CCSCCc1ccccn1)Nc1ccccc1C(F)(F)F | 0% | 1% | 2% | -2% | 4% | 6% | 3%
CCC(=O)OCc1cc(=O)n2nc(C3CC3)sc2n1 | 1% | 8% | 1% | -5% | -5% | 12% | 0%

Fetched by compound from the entries so far (two):
SMILES | GALK inhibitor | p53null 32C tox | p53null 39C kill | TSG101-PTAP inh | FH mod | NTMT1 inh | B2AR arrestin ag
COc1ccc(NC(=O)C2=C(C)Nc3nc(SCc4ccc(Cl)cc4)nn3C2c2cccc(OC)c2OC)cc1 (configuration not stated) | 0% | -8% | -16% | -2% | -2% | 9% | -1%
O=C(Cn1ccc2cc(S(=O)(=O)N3CCCC3)ccc21)NCc1ccc(Cl)cc1 | 2% | -14% | -29% | 1% | -17% | 5% | 0%

Additional results follow:
SMILES | GALK inhibitor | p53null 32C tox | p53null 39C kill | TSG101-PTAP inh | FH mod | NTMT1 inh | B2AR arrestin ag
COc1cc(C(=O)N2CCC(c3ccncc3)CC2)cc(OC)c1OC | -4% | 1% | -11% | -5% | 11% | 15% | -1%
O=C(Nc1ccc2nc(SCC(=O)N3CCCC3)sc2c1)c1ccc(F)cc1 | 0% | -7% | -6% | 3% | -2% | 3% | 7%
O=C(NCCc1ccc(Cl)cc1)c1ccc2c(c1)N(Cc1ccccc1)CCS2 | 0% | 46%[activator] | 9% | 3% | ? | 3% | 1%
CCOc1cccc(NC(=O)c2ccc(F)c(S(=O)(=O)N(CC)c3cccc(C)c3)c2)c1 | -1% | -5% | 3% | 0% | -19% | -14% | 1%
CCOc1ccc(CNCCNC(=O)c2nonc2N)cc1 | 3% | -5% | -29% | -2% | 1% | 8% | 2%
COc1ccccc1N1CCN(c2c3c(nc4nncn24)CCC3)CC1 | 1% | 0% | 0% | 2% | -8% | -4% | -2%
O=C(CN1CCSc2ccccc21)N1CCCCC1 | 1% | 0% | -11% | -1% | -6% | -3% | -1%
COc1ccc(-c2noc(CNC(=O)c3cc(OC)c(OC)c(OC)c3)n2)cc1 | 2% | -2% | 4% | -6% | 2% | 3% | -1%
COc1cc(OC)c(NC(=O)NCc2cccn2Cc2ccccc2)cc1Cl | 1% | 26% | 10% | 1% | -31% | 0% | 0%
CCOC(=O)c1[nH]c2ccccc2c1NC(=O)c1cc(Cl)ccc1Cl | 6% | -28% | ? | 1% | 3% | -2% | 7%

As entered above.
p53null 39C kill result of `CCOc1cccc(NC(=O)c2ccc(F)c(S(=O)(=O)N(CC)c3cccc(C)c3)c2)c1` reads 3%
p53null 39C kill result of `COc1cc(OC)c(NC(=O)NCc2cccn2Cc2ccccc2)cc1Cl` reads 10%
GALK inhibitor result of `O=C(Nc1ccc2nc(SCC(=O)N3CCCC3)sc2c1)c1ccc(F)cc1` reads 0%

Other compounds follow:
SMILES | GALK inhibitor | p53null 32C tox | p53null 39C kill | TSG101-PTAP inh | FH mod | NTMT1 inh | B2AR arrestin ag
COc1cc(NC(=O)CN2CCCN(Cc3cccc(F)c3)S2(=O)=O)cc(OC)c1 | 1% | 7% | -8% | -5% | -26% | 6% | 1%
O=C(Nc1ccc(Cl)cc1F)c1cc(S(=O)(=O)NCc2ccc3c(c2)OCO3)ccc1F | 5% | -7% | 8% | -1% | 4% | 18% | 0%
CCOc1ccc(NC(c2ccc(Cl)cc2)c2nnc(-c3cccc(F)c3)o2)cc1 (configuration not stated) | 0% | 4% | -2% | -6% | -21% | 9% | 0%
COc1ccc(C(=O)Nc2ccc(-c3nc4ncccc4o3)cc2)cc1 | 3% | 0% | 56%[activator] | -8% | -4% | -7% | -2%
